ASAP1 inh: blocks human ASAP1-stimulated Arf1 GTP hydrolysis | Q9ULH1 | GDP FP detection | inhibition, % at 16.5 µM | hit rate 0.19% among 360,000; in the data active = inhibition above about 25%;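 also: 0% = vehicle with enzyme and substrate and 100% = no enzyme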
KLK7 zymogen act: activates the human kallikrein-7 zymogen; P49862; purified proKLK7, EDANS-DABCYL substrate fluorescence; 100% is mature enzyme control, 0% vehicle; activation, % at 7 µM; hit rate 0.9% among 370,000; AID 652039;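 active = activation above the mean of all tested compounds plus 3 SD, computed per campaign excluding outliers beyond control limits, cut at about 13% in these data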
FXN GAA850 act: activators of GAA850 frataxin (FXN) promoter; hit rate 0.56% among 360,000; HEK293 lucGAA850 FXN promoter luciferase reporter, 24 h; percent of 10 µM SAHA response; activation, % at 6 µM;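 active = activation above the average of all compounds screened plus 3 SD, cutoff fixed separately per campaign, cut at about 7.5% in these data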;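 also: 0% = DMSO wells and 100% = 10 µM SAHA wells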
DDE Tn6 FP inh: inhibitors of Tn6 peptide binding to human fibrin DD(E); P02675; Fibrin DD(E) TRITC-Tn6 fluorescence polarization displacement; inhibition, % at 8.3 µM; hit rate 0.21% among 370,000; AID 720509;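 active = inhibition above a per-campaign cutoff: mean of compounds within control limits plus 3 SD, cut at about 15% in these data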;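 also: 0% = median of all compound wells on the plate and 100% = blocking peptide control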
ARFGAP1 inh: inhibits rat ARF GTPase activating protein 1; Q62848; Arfgap1-stimulated ARF1 GTP hydrolysis, GDP FP detection; inhibition, % at 16.5 µM; hit rate 0.26% among 360,000;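 active = inhibition above a per-plate limit, mean inhibition of low control wells plus 3 SD, cut at about 25% in these data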;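 also: 0% = DMSO wells with enzyme and 100% = wells lacking Arfgap1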
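Assay system: purified rat His6-Arfgap1 residues 1-136 (GAP domain); Reagent: human Δ17 ARF1 bound to GTP; Dosing: 16.5 µM single point, 1.26% DMSO; Times: GTP hydrolysis reaction 2 h at 25 °C; Signal: FP, GDP Alexa 633 tracer displaced from anti-GDP antibody, 620/688 nm; Measure: % inhibition from polarization.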
rCAG RNA binder: r(CAG) repeat RNA binding; hit rate 1.3% among 370,000; TO-PRO-1 dye displacement fluorescence; inhibition, % at 3 µM; AID 651821;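 active = inhibition above the plate cutoff, the mean of all test compounds on that plate plus 3 SD, cut at about 35% in these data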;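 also: 0% = DMSO alone and 100% = 100 µM mitoxantrone as full dye displacement; higher means more dye released from RNA so lower well fluorescence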
GC-B act: GC-B (human) receptor activation. P20594. HEK293-GC-B cells, CNP EC30, cGMP TR-FRET; 0% at EC30 CNP, 100% saturating CNP. activation, % at 10 µM. hit rate 0.11% among 370,000;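 active = activation at 10 µM reaching about 35% in either raw or pattern-adjusted values, limit read from the data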
GC-A act: GC-A (human) enzyme activation; HEK293 GC-A cells, cGMP TR-FRET, EC30 ANP; 0% at EC30 ANP, 100% saturating ANP; activation, % at 10 µM; hit rate 0.14% among 370,000; AID 1671463; in the data active = activation above about 40%
Target sequence (P16066 whole entry, looked up): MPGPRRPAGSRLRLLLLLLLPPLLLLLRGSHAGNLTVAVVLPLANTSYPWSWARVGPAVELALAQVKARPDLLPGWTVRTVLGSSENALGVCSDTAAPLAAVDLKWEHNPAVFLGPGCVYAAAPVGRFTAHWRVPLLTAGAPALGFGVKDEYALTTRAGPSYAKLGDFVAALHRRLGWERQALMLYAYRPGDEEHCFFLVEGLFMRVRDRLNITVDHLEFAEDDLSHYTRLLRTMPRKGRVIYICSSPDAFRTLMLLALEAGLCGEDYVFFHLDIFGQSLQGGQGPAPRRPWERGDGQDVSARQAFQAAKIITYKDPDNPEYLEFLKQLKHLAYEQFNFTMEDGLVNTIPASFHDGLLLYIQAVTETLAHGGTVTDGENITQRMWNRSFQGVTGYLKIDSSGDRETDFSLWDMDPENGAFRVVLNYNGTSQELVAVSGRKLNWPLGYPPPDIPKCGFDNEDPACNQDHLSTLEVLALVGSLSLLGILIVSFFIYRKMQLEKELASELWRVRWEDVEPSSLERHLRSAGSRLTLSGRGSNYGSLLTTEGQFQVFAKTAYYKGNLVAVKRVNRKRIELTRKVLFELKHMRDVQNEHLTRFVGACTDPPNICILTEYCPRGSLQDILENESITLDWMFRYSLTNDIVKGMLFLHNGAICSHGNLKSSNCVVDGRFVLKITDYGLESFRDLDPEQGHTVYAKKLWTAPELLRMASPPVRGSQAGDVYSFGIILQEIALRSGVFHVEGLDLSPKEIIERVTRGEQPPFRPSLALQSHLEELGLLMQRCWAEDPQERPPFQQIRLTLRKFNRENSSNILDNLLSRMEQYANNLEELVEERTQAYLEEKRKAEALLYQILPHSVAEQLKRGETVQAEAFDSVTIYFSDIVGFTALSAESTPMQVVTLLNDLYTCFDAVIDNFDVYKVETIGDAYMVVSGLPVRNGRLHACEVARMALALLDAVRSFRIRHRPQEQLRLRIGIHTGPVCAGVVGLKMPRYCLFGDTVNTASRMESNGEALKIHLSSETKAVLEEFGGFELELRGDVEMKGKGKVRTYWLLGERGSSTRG
ADAM10 inh: inhibits human ADAM10 | O14672 | recombinant ADAM10, EDANS/DABCYL FRET peptide cleavage, 3 h | inhibition, % at 7 µM | hit rate 0.62% among 370,000 | AID 720582;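 active = inhibition above a per-campaign cutoff equal to the mean of compounds falling between control-based bounds plus 3 SD, cut at about 20% in these data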;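 also: 0% = DMSO wells while the 100% control is not disclosed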
HGIII-sPLA2 inh: Inhibits HGIII-sPLA2 liposome hydrolysis, primary screen. Q9NZ20. QFRET BODIPY PC-A2 liposome hydrolysis, fluorescence. inhibition, % at 12.2 µM. hit rate 0.56% among 370,000. AID 743126;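 active = inhibition above mean plus 3 SD of compounds lying within the high and low control bounds, cut at about 19% in these data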;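 also: 0% = median of test compound wells and 100% = no enzyme DMSO wells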
Starred values were filed as active, the others as inactive; i = inactive; . = no result given.

SMILES	ASAP1 inh	KLK7 zymogen act	FXN GAA850 act	DDE Tn6 FP inh	ARFGAP1 inh	rCAG RNA binder	GC-B act	GC-A act	ADAM10 inh	HGIII-sPLA2 inh
Cc1cc(C)n2nc(C(=O)OCC(=O)Nc3ccc4c(c3)OCO4)nc2n1	8.8	-0.1	-0.3	-4.2	-3.7	1.2	1.0	-1.0	0.7	9.2
O=C(NC1CCCCC1)C(CCc1ccccc1)N1CCc2ccccc2C1 (configuration not stated)	-16.6	0.3	.	7.9	-8.8	2.1	-2.9	-2.5	3.5	2.8
CCOc1ccc(S(=O)(=O)NCCC(=O)NCC(c2cccs2)N(C)C)cc1 (configuration not stated)	-0.7	0.2	-1.1	2.4	-5.5	-6.1	-0.1	0.4	-8.3	-3.4
Cc1cc(C)c(C)c(S(=O)(=O)N2CCC(C(=O)N3CCN(c4ccc(F)cc4)CC3)CC2)c1C	-6.0	1.8	1.8	5.8	-13.8	3.2	2.0	0.2	1.8	-2.7
Cn1c(=O)[nH]c(=O)c2c1nc(SCC(N)=O)n2Cc1cccc(Br)c1	3.1	-0.2	3.5	-5.9	1.3	-1.1	-8.4	-3.4	5.3	0.6
O=C(C1CC1)N1CCc2cc(Br)cc(S(=O)(=O)NCc3ccco3)c21	-8.9	-0.4	4.6	4.2	-6.7	-0.4	1.0	0.1	-1.3	0.8
CC(=O)NC1(NC(C)=O)CCN(C)CC1	0.9	0.2	1.1	2.0	4.4	-2.7	-5.6	-4.6	1.4	5.8
O=C(CCCC(=O)OCC(Cl)=C(Cl)Cl)Nc1ccc(F)cc1	8.7	-0.1	-2.4	-8.4	-6.7	-7.5	1.4	3.6	-7.5	15.3
C#Cc1ccc([C@H]2C=C(C(=O)N3CCOCC3)O[C@@H](OCC)[C@@H]2CCCO)cc1	5.7	-0.2	0.4	1.6	-2.7	-4.1	8.6	1.0	0.2	1.6
CCOC(=O)C1CCN(c2c(NCc3ccc(C(=O)NC4CCCC4)cc3)c(=O)c2=O)CC1	-4.6	-0.2	0.4	3.6	-1.6	0.3	-0.1	4.5	-7.3	-6.4
COc1ccc(-c2oc3ncn4nc(Cc5ccccc5)nc4c3c2-c2ccc(OC)cc2)cc1	-4.9	-0.6	-1.7	-6.3	-2.5	-0.7	-0.4	-0.4	-7.8	0.2
COc1cccc(C(=O)Nc2cc(C(=O)NCCc3ccccc3)ccc2Cl)c1	10.5	0.0	3.6	-7.9	-7.2	-5.7	-5.0	4.5	-4.0	2.3
COc1cccc(CNC(=O)N2CCN(c3ccccc3Cl)CC2)c1	3.8	-0.8	1.3	-3.8	-4.9	-1.5	4.8	-5.6	-1.4	-9.1
CN(C)CCC(=O)N1c2ccccc2Sc2ccc(Cl)cc21	-18.5	0.1	0.6	1.6	-5.4	-1.5	-16.4	-40.8	4.5	-6.6
CCCCC(CC)CNC(=O)CCS(=O)(=O)c1cccc2nonc12 (configuration not stated)	-7.0	-0.8	-0.5	-0.8	6.3	-3.9	2.2	0.1	-3.3	1.8
O=C1CCCN1CCCn1cnc2c([nH]c3ccc(F)cc32)c1=O	8.1	0.6	1.4	-0.4	1.9	-0.9	-10.2	-5.8	-55.9	-2.9
COc1ccc(/C=C/C(=O)Nc2ccc(C)c(S(=O)(=O)N3CCOCC3)c2)cc1	16.2	0.5	-0.5	-6.3	17.6	12.6	-0.6	-1.1	1.1	-16.6
OC(c1ccc(F)c(F)c1)c1nc(-c2ccc3c(c2)OCO3)cs1 (configuration not stated)	-6.8	-0.5	1.7	-5.5	4.3	2.2	-4.8	0.7	12.0	-14.4
Cc1ccccc1N(CC(=O)N1CCN(Cc2ccccc2)CC1)S(C)(=O)=O	1.9	-0.1	-0.7	1.4	-6.7	-0.1	-5.2	2.8	-0.9	6.3
CCCOc1ccc(NC(=O)C2CC(=O)N(C(C)C)C2)cc1 (configuration not stated)	0.5	0.0	0.2	8.6	-8.7	-1.6	1.5	1.0	-1.1	-6.7
Cc1nn(-c2ccc(Cl)cc2)c2[nH]c(CCl)cc(=O)c12	1.9	0.2	0.6	3.5	5.1	28.5	-4.7	5.0	-11.6	-5.6
CCOc1ccccc1N(CC(=O)NC1CCCCC1)S(=O)(=O)c1ccccc1	4.5	-0.2	1.1	4.3	0.7	-6.4	-1.7	-7.5	2.2	-5.3
O=C1CNC(=S)N1Cc1ccc(Cl)cc1	-14.9	0.0	-0.8	1.8	6.8	4.2	2.5	2.2	-4.6	-76.1
CNC(=O)CN1C(=O)NC2(CCc3ccccc3C2)C1=O (configuration not stated)	11.5	0.2	1.5	-7.2	4.2	-3.8	5.1	2.4	-6.0	5.9
CCOc1ccccc1N1CC(C(=O)Nc2ccc(C(=O)O)cc2)CC1=O (configuration not stated)	-7.5	-0.4	1.7	0.7	-6.0	1.8	0.9	-0.5	5.6	-1.1
CC(C)C[C@H]1CN(CCCC[C@@H]2CNC(=O)C(=O)N2CCc2ccccc2)C(=O)C(=O)N1Cc1ccccc1	-1.0	-0.4	.	-3.8	-2.9	-3.7	6.0	5.7	-9.8	-7.7
COC(=O)[C@H](Cc1ccccc1)NC(=O)[C@H]1C[C@@]2(N3CCCC3)c3ccccc3N(C(=O)OC(C)(C)C)[C@H]2N1C(=O)OC(C)(C)C	.	-0.5	.	3.6	.	2.5	-4.0	-4.2	6.0	-1.4
Cc1nc2nc(C(F)(F)F)[nH]c2nc1C	5.1	0.1	0.7	1.8	-2.1	2.2	2.1	0.6	-19.6	3.1
CCOc1ccc2c(c1)C(N(CCN1CCOCC1)C(=O)Nc1ccccc1)CC(C)(C)O2 (configuration not stated)	5.2	0.5	0.0	1.3	0.6	-6.1	-2.9	-14.0	0.2	3.2
CC1(C)CC(=O)C(/C=N/n2cnc3ccccc3c2=O)=C(O)C1	-1.2	-0.4	2.7	-7.2	-8.4	0.1	3.8	1.6	-3.0	4.9
Cn1c(C(=O)NC2CCCCC2)cc2c(=O)n3ccccc3nc21	10.0	83.5*	5.9	-2.1	-0.4	2.5	3.8	6.5	i	11.4
CC(=O)Nc1ccc(S(=O)(=O)NC(C)C(=O)OCCOc2ccc(F)cc2)cc1 (configuration not stated)	-3.6	-0.1	0.3	-1.9	2.3	-1.0	-9.8	-2.7	1.1	-13.0
C#CCOCCOCCOCCNc1nc(N2CCN(C(=O)Cn3cc(CCCN=C(N)N)nn3)CC2)nc(N2CCN(C(=O)[C@H](C(C)C)n3cc(CCO)nn3)CC2)n1	10.5	-0.2	-0.1	-1.7	-3.8	6.2	0.9	0.5	2.1	11.7
CCOC(=O)Cc1csc(NC(=O)NC2(C(F)(F)F)Oc3cc(Cl)c(Cl)cc3O2)n1	4.6	-0.3	6.9	0.9	0.1	1.0	1.2	2.1	-3.5	-9.9
O=C(Cc1ccc([N+](=O)[O-])cc1)NC1CCCCCC1	-11.2	0.3	0.1	2.5	-9.1	0.2	3.6	6.4	-5.3	11.7
O=C(Nc1ccc(N2CCN(C(=O)c3ccco3)CC2)cc1)c1cccnc1Cl	-7.1	0.5	-2.1	12.7	-4.2	-5.3	4.3	-4.3	-0.3	1.8
CC(C)C(=O)Nc1c2c(nc3ccccc13)N(C)CC2	1.9	-31.4	0.8	0.4	-5.1	4.5	1.5	2.3	i	5.5
CC(CC(=O)Nc1ccc(Br)cc1F)S(=O)(=O)c1ccc2c(c1)NC(=O)CO2 (configuration not stated)	-9.1	-0.2	1.0	-6.2	11.3	-12.7	-2.0	-0.1	1.0	-12.6
C=C(C)CSc1nnc(-c2ccc(C)cc2)n1N	-0.7	0.3	3.0	2.4	-1.6	-1.9	-3.5	3.3	-0.4	3.1
COc1cc(/C=N\NC(=O)c2ccc(C)nc2)ccc1OC(=O)c1cccc(F)c1	-7.1	0.7	-0.4	-2.3	8.3	-0.9	-1.5	5.5	7.2	9.3
COc1ccc(S(=O)(=O)Nc2c(C(=O)O)[nH]c3ccccc23)cc1OC	-4.7	-0.1	0.4	-6.4	-5.6	18.6	4.8	0.6	2.9	-9.7
N#CCSc1nnc2sc3ccccc3n12	-2.3	-1.1	0.9	1.6	-5.4	0.9	-2.4	2.5	-12.8	5.6
CN1[C@H](Cc2ccccc2)COc2cccc(N3CCSCC3)c2S1(=O)=O	.	0.5	.	4.5	.	4.7	3.5	-1.2	-1.6	-2.7
C/C(CC(=O)NC(C)C)=N\NC(=O)COc1cc(C)c(Br)cc1Br	4.8	-0.1	-0.7	5.3	1.3	7.1	2.7	4.0	14.4	5.9
CCOc1ccc(NC(=O)Cn2nnc(-c3ccccc3NC(=O)c3cccs3)n2)cc1	6.7	0.1	-0.1	-2.0	7.1	3.3	-8.0	-9.6	6.4	-3.8
CC1CCCCC1NC(=O)C1CCN(S(=O)(=O)N2CCC3(CC2)OCCO3)CC1 (configuration not stated)	-0.8	0.6	0.1	-2.7	-1.3	-5.7	-10.2	3.5	1.9	1.4
C=CCn1cc(F)c(=O)n(CC=C)c1=O	-2.7	0.1	-0.8	0.4	2.5	2.7	-2.0	-5.5	-8.8	13.0
CCc1nnc(NS(=O)(=O)c2ccc(NC(=O)/C=C/C(=O)O)cc2)s1	1.8	0.5	1.8	1.1	-2.8	7.4	-4.1	1.5	4.6	-2.7
CCOC(=O)/C=C/C(=O)Nc1nccs1	-14.9	0.3	0.5	-4.8	-9.0	-0.6	-0.2	-0.4	-2.4	13.5
CCCCN(CCCC)/C(N)=N/c1nc(C)cc(C)n1	-11.9	-0.3	-1.7	-3.1	-1.8	2.8	-23.5	-40.9	-11.0	-1.0
Cc1cc(Cl)c(S(=O)(=O)N2CCN(c3ccccc3)CC2)cc1OCC(N)=O	14.2	0.0	-0.4	2.9	4.2	1.8	-9.2	-30.5	3.2	4.7
C=C1Cn2c(nnc2-c2ccc(Cl)cc2)S1	-0.7	0.8	1.0	2.1	-2.5	2.6	4.8	-0.5	-5.0	-5.7
COC(=O)[C@@H](NC(=O)c1cc(COc2cncc(Cl)c2)on1)c1ccccc1	-19.4	0.3	1.4	3.3	10.7	-8.8	2.6	2.4	-4.3	0.9
Cc1noc(C)c1-c1ccc(C(=O)N2CCN(C)CC2)c2occc12	-4.8	-0.1	1.2	-1.1	-0.1	2.7	0.8	-0.1	-9.1	0.5
COc1ccc(NC(=O)CC(C(=O)O)N2CCCCC2)cc1 (configuration not stated)	-4.1	-0.3	0.3	-0.6	-13.5	1.3	0.2	1.6	-4.3	1.1
CN(c1ccc(C(=O)NCc2ccco2)cc1)S(C)(=O)=O	-10.1	1.1	-0.5	-1.8	9.8	-1.2	5.7	-0.7	2.8	-1.4
Cc1nn(-c2ccccc2)c(-c2ccccc2[N+](=O)[O-])c1CC#N	-15.0	-0.3	.	-0.9	-4.4	-0.9	-0.8	6.6	-11.2	-0.8
O=C(CCCn1cnc([N+](=O)[O-])n1)Nc1cc(Cl)ccc1O	-6.6	-0.3	3.6	-13.5	7.7	2.9	-4.4	2.3	6.6	-14.1
